# Cav3 T inh: inhibitors of human Cav3.2 T-type calcium channel; O95180; Cav3.2-expressing cells, Fluo-4 calcium fluorescence FDSS; active compounds read low; B-score at 10 µM; actives 4% (n = 100,000);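 active = single-dose well whose peak fluorescence ratio is a statistical outlier from its plate by either plate-standardised score or position-corrected B-score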
# Target sequence (O95180 whole entry, looked up): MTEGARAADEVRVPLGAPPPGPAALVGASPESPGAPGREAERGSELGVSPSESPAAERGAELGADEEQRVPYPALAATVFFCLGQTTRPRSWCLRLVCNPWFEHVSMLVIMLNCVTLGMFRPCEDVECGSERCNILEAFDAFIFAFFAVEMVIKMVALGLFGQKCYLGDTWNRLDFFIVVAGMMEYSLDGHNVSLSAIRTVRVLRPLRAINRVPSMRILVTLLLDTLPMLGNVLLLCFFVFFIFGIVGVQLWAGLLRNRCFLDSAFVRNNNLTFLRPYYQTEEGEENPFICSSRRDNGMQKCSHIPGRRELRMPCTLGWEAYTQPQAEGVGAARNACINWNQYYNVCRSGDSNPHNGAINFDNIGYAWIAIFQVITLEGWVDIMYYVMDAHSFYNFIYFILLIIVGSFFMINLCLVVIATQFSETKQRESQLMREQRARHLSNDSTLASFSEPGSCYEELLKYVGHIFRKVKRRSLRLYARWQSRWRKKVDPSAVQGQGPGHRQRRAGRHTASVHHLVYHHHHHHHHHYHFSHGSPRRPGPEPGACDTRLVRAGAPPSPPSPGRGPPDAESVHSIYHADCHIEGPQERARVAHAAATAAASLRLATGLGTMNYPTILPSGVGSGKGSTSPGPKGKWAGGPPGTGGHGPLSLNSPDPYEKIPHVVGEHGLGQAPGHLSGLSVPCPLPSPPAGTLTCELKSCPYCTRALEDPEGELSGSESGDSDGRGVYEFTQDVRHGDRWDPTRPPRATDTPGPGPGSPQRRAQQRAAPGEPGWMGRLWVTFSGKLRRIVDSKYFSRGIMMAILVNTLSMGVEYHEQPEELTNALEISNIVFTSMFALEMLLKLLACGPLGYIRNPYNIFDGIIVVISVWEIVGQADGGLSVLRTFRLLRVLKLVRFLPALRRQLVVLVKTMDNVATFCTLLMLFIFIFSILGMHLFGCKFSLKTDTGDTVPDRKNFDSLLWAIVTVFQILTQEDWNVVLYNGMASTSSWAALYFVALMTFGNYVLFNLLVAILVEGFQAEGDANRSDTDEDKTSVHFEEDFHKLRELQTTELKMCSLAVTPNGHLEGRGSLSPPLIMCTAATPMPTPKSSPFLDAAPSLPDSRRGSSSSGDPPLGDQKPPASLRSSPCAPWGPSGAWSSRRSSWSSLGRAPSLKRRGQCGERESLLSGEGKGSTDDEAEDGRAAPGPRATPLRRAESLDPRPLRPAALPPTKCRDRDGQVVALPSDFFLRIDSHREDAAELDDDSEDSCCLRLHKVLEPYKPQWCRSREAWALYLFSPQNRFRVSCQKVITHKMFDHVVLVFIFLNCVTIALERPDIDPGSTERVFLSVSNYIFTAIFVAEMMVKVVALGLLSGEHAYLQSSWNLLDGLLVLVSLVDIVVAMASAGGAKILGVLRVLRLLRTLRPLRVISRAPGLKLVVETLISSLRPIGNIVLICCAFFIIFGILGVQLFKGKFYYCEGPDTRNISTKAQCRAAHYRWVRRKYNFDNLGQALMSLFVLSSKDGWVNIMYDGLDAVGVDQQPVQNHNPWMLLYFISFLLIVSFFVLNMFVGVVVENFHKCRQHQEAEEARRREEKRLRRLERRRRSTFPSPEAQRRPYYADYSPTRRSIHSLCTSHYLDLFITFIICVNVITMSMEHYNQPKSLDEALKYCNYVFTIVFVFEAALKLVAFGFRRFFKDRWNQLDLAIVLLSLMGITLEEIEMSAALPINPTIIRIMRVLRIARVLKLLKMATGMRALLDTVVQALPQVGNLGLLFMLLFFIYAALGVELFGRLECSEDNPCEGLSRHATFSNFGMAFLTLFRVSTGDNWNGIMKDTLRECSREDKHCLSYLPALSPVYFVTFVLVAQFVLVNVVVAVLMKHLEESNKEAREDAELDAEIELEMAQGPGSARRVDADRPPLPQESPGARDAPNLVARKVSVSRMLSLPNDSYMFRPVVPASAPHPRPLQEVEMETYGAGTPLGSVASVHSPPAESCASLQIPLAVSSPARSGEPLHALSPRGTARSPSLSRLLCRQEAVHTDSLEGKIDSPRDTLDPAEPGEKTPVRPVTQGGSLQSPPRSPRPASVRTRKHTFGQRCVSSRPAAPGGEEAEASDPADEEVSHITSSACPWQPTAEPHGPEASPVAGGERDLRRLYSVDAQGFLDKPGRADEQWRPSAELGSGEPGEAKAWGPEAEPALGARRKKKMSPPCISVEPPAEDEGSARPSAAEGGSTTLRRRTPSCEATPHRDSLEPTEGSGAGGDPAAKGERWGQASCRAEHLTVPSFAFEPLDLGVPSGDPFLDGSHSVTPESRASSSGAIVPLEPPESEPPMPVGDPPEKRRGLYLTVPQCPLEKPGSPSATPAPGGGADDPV
# * = called active by the depositor. Only part of the results is shown, so the mix of outcomes need not match the whole.
SMILES,Cav3 T inh
CC1(C)SC(=S)N(/N=C/c2ccc(O)cc2)C1N(O)C(=O)Nc1ccc([N+](=O)[O-])cc1 (stereo unspecified),-2.7
CCN(Cc1ccccc1)CC(O)COc1ccccc1 (stereo unspecified),-0.34
Cc1no[n+]([O-])c1COc1ccc(/C=C2\NC(=S)NC2=O)cc1,-0.17
O=C(COC(=O)c1ccc(S(=O)(=O)NCc2ccco2)cc1)NCC1CCCCC1,0.16
COc1cc(C(=O)NCC(C)C)c([N+](=O)[O-])cc1OC,0.69
CCCS(=O)(=O)N1CCC(C(=O)NCC2CCCO2)CC1 (stereo unspecified),0.062
c1ccc(C2C3=C(CCCC3)Nc3ncnn32)cc1 (stereo unspecified),0.022
O=C(Nc1cnccn1)C1c2ccccc2Oc2ccccc21,-0.92
CCOC(=O)c1sc(NC(=O)CSc2nc(-c3ccco3)cc(C(F)(F)F)n2)c(C(=O)OC)c1C,-1.7
O=C(Nc1nccs1)C1CCCN(S(=O)(=O)c2cccnc2)C1 (stereo unspecified),-0.64
CC(Nc1ccc(Cl)cc1)c1cc(Cl)ccc1O (stereo unspecified),-3
CC(C)(C)c1ccc(C(=O)N2CCC(=O)N(C(CO)Cc3ccccc3)CC2)cc1 (stereo unspecified),0.034
CCOC(=O)CSC1=C(C#N)C(c2ccco2)C(C(=O)Nc2cccc(C(F)(F)F)c2)=C(C)N1 (stereo unspecified),-2.3
COc1ccc(CC(=O)OCC(=O)NC(=O)NC23CC4CC(CC(C4)C2)C3)cc1,-8*
COc1ccc2nc(Nc3nc(C)c(C(C)=O)s3)sc2c1,0.24
COc1ccc(C(=O)N(CC2CCCO2)C(C(=O)NC2CCCC2)c2ccc(C)cc2)cc1OC (stereo unspecified),0.95
CC(=O)N(c1ccccc1)c1c(F)c(F)c(F)c(F)c1F,-0.014
COc1ccc(NC(=S)N2C3CCC2CC(NC(=O)NC24CC5CC(CC(C5)C2)C4)C3)c(OC)c1 (stereo unspecified),-0.41
COc1cc(NC(=O)COC(=O)c2nc3nc(C)cc(C)n3n2)cc(OC)c1,-0.12
COc1ccccc1N1CCN(C2=CC(=O)CCC2)CC1,0.52
CCOc1ccccc1NS(=O)(=O)c1ccc(OC)c(OC)c1,0.032
CCOC(=O)CCSc1nc(C)c2cc(C)c(C)cc2n1,-1.9
COC(=O)c1cc2sccc2n1CC(=O)Nc1cc(OC)cc(OC)c1,-0.24
CCOC(=O)Cc1nnc(NC(=O)COc2ccc(F)cc2)s1,0.39
CCn1c(-c2ccc([N+](=O)[O-])cc2)n[nH]c1=S,0.94
CCOC(=O)NCCc1c(C)nc2c(c(C)nn2C(C)(C)C)c1C,-0.99
COc1cccc2cc(C(=O)C3=C(O)C(=O)N(Cc4ccco4)C3c3cccnc3)oc12 (stereo unspecified),-0.18
O=C(c1cccc(Cl)c1)c1nn(-c2ccccc2)c(=O)cc1C(F)(F)F,-3.1
CN(C)S(=O)(=O)c1ccc(NC(=O)c2ccccn2)cc1,-1.3
CC(C)(C)NC(=O)CSc1nccn1Cc1ccccc1,-0.23
CCOCCCNC(=O)C1CCC(=O)N1CCc1ccccc1 (stereo unspecified),0.83
CCNC(=O)c1ccc(-n2nc(C(F)(F)F)c3c2CCCC3)cc1,-3.9
Cc1ccc(C)c(NC(=S)NNC(=O)c2csc(C(C)C)c2)c1,-3.9
CCNc1nc(OC)nc(Oc2ccc(=O)n(-c3ccccc3)n2)n1,-0.2
CC1(C)CC(=O)C2=C(C1)N(Cc1ccco1)C(=O)C2(NC(=O)C1CCCCC1)C(F)(F)F (stereo unspecified),2.3
Cc1ccc2[nH]c3c(=O)n(CCN4CCNCC4)cnc3c2c1,0.15
Cc1nn(C)c(C)c1/C=N/NC(=O)c1csc2ccccc12,0.36
O=C(COC(=O)c1ccccc1NC(=O)c1ccco1)NCC1CCCCC1,-0.92
Cc1cc(NC(=O)Cn2cnc3c2c(=O)n(C)c(=O)n3C)n(-c2ccccc2)n1,-0.8
N#Cc1ccc(C23CC4(C2)[C@H](CN(Cc2ccc(C(F)(F)F)cc2)[C@@H]4c2ccccc2)C3c2ccccc2)cc1 (stereo partly specified),-1.2
O=C(NCCCN1CCN(c2ccccc2F)CC1)C1CCC(=O)N1C1CCCCC1 (stereo unspecified),1.3
O=C(CCCO)CCCCCCCCC[C@H]1N[C@H](CO)[C@@H](O)[C@@H]1O,0.69
CCC(=O)Nc1ccc(S(=O)(=O)NCC2CCCO2)cc1 (stereo unspecified),0.83
O=C1C2C3C=CC(C2C(=O)N1C1CCCCC1)C1C(=O)N(C2CCCCC2)C(=O)C31 (stereo unspecified),-0.4
COCCNC(=O)Cn1nc(C(F)(F)F)cc1C,-0.19
CCn1c(SCC(=O)c2ccc(CNC(C)=O)o2)nnc1-c1cccs1,0.47
Cc1cccc(N(CC(=O)N2CCCC2)S(=O)(=O)c2ccccc2)c1C,-0.23
COCC(=O)Nc1sc2c(c1C(=O)OC)C(C(=O)OC)CC2 (stereo unspecified),0.73
C=CCc1cc(/C=N/NC(=O)CSc2nnc(CCCc3ccc(OC)cc3)o2)cc(OC)c1O,-0.4
CCCC(=O)NC(Nc1ccc(S(=O)(=O)Nc2cc(C)on2)cc1)(C(F)(F)F)C(F)(F)F,0.37

# Reformatted as labelled records: entries from further up
COCCNC(=O)Cn1nc(C(F)(F)F)cc1C
  Cav3 T inh = -0.19
CCn1c(SCC(=O)c2ccc(CNC(C)=O)o2)nnc1-c1cccs1
  Cav3 T inh = 0.47
Cc1cccc(N(CC(=O)N2CCCC2)S(=O)(=O)c2ccccc2)c1C
  Cav3 T inh = -0.23
COCC(=O)Nc1sc2c(c1C(=O)OC)C(C(=O)OC)CC2 (stereo unspecified)
  Cav3 T inh = 0.73

# Additional structures
SMILES,Cav3 T inh
CCOc1ccc2nc(NC(=O)Cn3cnc4c3c(=O)n(C)c(=O)n4C)sc2c1,0.16
O=C(OCC(=O)N1CCCCCC1)c1n[nH]c(=O)c2ccccc12,0.83
O=C(CSc1nnnn1C1CCCC1)NCc1ccc2c(c1)OCO2,0.8
CCOC(=O)C1=NN(C(=O)Nc2ccc(OC)cc2)C2C(=O)N(c3cccc(C(F)(F)F)c3)C(=O)C12 (stereo unspecified),-0.77
CC(C)c1nc(C#N)c(NCCCn2ccnc2)o1,0.049
CCSc1nc2cc(C(=O)OC)ccc2c(=O)n1CC,0.2
COc1ccccc1Oc1ccc2c(c1)C(=O)N(c1ccc(O)cc1)C2=O,-1.8
CCOc1ccc(-n2c(SCC(=O)Nc3cc(C)on3)nnc2-c2c[nH]c3ccccc23)cc1,0.023
COc1ccc(OC)c(NC(=O)C(CC(=O)O)NCc2ccco2)c1 (stereo unspecified),-0.54
Cc1cc(NC(=O)c2noc3c2CCCCC3)nn1Cc1ccc(Cl)cc1,-0.49
Cc1ccc(C(O)c2ccncc2)cc1 (stereo unspecified),-0.04
CC(NC(=O)c1ccccc1)c1nc2ccccc2n1Cc1ccc(C#N)cc1 (stereo unspecified),-0.15
CCOc1ccc(Oc2nc(NCC(C)C)nc(OC)n2)nn1,-0.48
CC(=O)Nc1c(C#N)c(C(C)(C)C)cn1C,-0.43
Cc1ccc(C)c(-c2nc3ccc(N)cc3[nH]2)c1,-0.73
O=C(NCCC(=O)N1CCN(c2ncccn2)CC1)c1ccccc1,0.79
CCOC(=O)CSC1=C(C#N)C(c2ccc(C)cc2)C2=C(CCCC2=O)N1 (stereo unspecified),0.88
N#C/C(=C\c1ccc[nH]1)Sc1nc2ccccc2s1,-1.3
Cc1oc(/N=C/c2cccc3ccccc23)c(C#N)c1C,1.3
C=C1CCN([C@@H](Cc2ccccc2)C(=O)NC2CCN(Cc3ccccc3)CC2)S(=O)(=O)c2ccccc21,1.5
COc1cc2c(cc1OC)C(c1cccc([N+](=O)[O-])c1)N(C(=O)c1ccc(F)cc1)CC2 (stereo unspecified),-5.3*
CC(C)CCN(C)c1ccc(/C=N/n2cnnc2)cc1,-1.1
CCC(C)Oc1cccc(OCCCCN2C(=O)NC(C)(C)C2=O)c1 (stereo unspecified),-0.59
COc1ccc(NC(=S)N2CCC(c3nc4ccccc4[nH]3)CC2)c(OC)c1,-0.094
CC(=O)Nc1ccc(S(=O)(=O)NCCSCc2c(Cl)cccc2Cl)cc1,-5.1*
COc1cc(NC(=O)c2cc(CC(C)C)on2)c(OC)cc1Cl,-2.1
Cc1ccc(NC(=O)CSc2nnc(-c3ccc(S(=O)(=O)N4CCOCC4)cc3)n2C)cc1,0.59
CC(C)(C)c1ccc(C2(C)NC(=O)N(CC(=O)Nc3ccc4c(c3)OCO4)C2=O)cc1 (stereo unspecified),-5.6*
O=c1[nH]c(CN2CCN(C/C=C/c3ccccc3)CC2)nc2cc(Cl)ccc12,-1.6
O=S(=O)(c1ccccc1)n1nc(-c2ccccc2)nc1NCc1ccco1,-4.5*

# Six records picked at random from those above, as already listed:
SMILES,Cav3 T inh
CC1(C)SC(=S)N(/N=C/c2ccc(O)cc2)C1N(O)C(=O)Nc1ccc([N+](=O)[O-])cc1 (stereo unspecified),-2.7
CC(C)(C)c1ccc(C2(C)NC(=O)N(CC(=O)Nc3ccc4c(c3)OCO4)C2=O)cc1 (stereo unspecified),-5.6*
CC(C)(C)c1ccc(C(=O)N2CCC(=O)N(C(CO)Cc3ccccc3)CC2)cc1 (stereo unspecified),0.034
CC(Nc1ccc(Cl)cc1)c1cc(Cl)ccc1O (stereo unspecified),-3
COc1cc(NC(=O)c2cc(CC(C)C)on2)c(OC)cc1Cl,-2.1
Cc1ccc(NC(=O)CSc2nnc(-c3ccc(S(=O)(=O)N4CCOCC4)cc3)n2C)cc1,0.59

# (cont.)
SMILES,Cav3 T inh
COc1ccc(OC)c(NC(=O)C(=O)/C=C(\O)c2cc(OC)ccc2OC)c1,-5.2*
COc1ccc2nc(NC(=O)CSC3=NCCS3)sc2c1,-2
CCOc1ccc(/C=N/NC(=O)C(C)N(c2ccc(OC)cc2)S(C)(=O)=O)cc1 (stereo unspecified),0.52
CCn1c(NC(=O)c2ccccc2)c(-c2cccs2)c(=O)c2ccccc21,0.38
CC1CN(c2nc(-c3ccccc3)nnc2-c2ccccc2)CC(C)O1 (stereo unspecified),-0.22
O=C(CCN1CCCCC1)c1ccc2c(c1)OCCO2,0.26
COC(=O)c1ccc(CSc2ccc3nnc(-c4ccccn4)n3n2)o1,1.8
COCCNC(=O)CS(=O)Cc1nc(-c2ccccc2C)oc1C (stereo unspecified),1.3
NC(=O)N1OCC2COc3ccc4ccccc4c3C21 (stereo unspecified),0.065
Cc1c(Br)c([N+](=O)[O-])nn1C(C)C(=O)Nc1c(C)n(C)n(-c2ccccc2)c1=O (stereo unspecified),-0.27
O=C(OCCNC(=O)c1cc2ccccc2oc1=O)c1cccnc1,0.21
CCCOc1ccc(N2C(=O)CC(N3CCN(S(=O)(=O)c4ccccc4)CC3)C2=O)cc1 (stereo unspecified),0.33
O=C(Nc1nnc(-c2ccc(Cl)cc2)o1)c1ccccc1Br,-2.3
COc1ccc(NC(=O)COC(=O)[C@@H]2CCCN2C(=O)c2cccs2)c(OC)c1,0.1
O=C(NC1CC2CCC(C1)N2Cc1nnnn1Cc1ccco1)NC12CC3CC(CC(C3)C1)C2 (stereo unspecified),-1.2
NNC(=O)COc1ncn(-c2ccccc2)n1,0.11
Fc1ccc2[nH]c3c(N4CCSCC4)ncnc3c2c1,-1.1
COc1ccc(C(=O)Nc2ccc(Cl)cc2C(=O)NCCO)cc1,-0.086
CCn1c(SCC(=O)c2ccc(C)cc2)nnc1-c1ccncc1,0.81
CC(=O)Nc1cccc(-c2nnc(SCC(=O)N3CCCCC3)n2C)c1,-0.0079
Cc1ccc(S(=O)(=O)N2CCC(C(=O)N[C@@H](C)C(=O)NCC3CCCO3)CC2)cc1 (stereo partly specified),-0.52
COc1ccc(-c2noc(CCN3C(=O)c4ccccc4C3=O)n2)cc1OC,1.2
CC(=O)Nc1ccc(OCC(=O)c2cc(C)ccc2C)cc1,-0.32
CCc1ccccc1N1CC23C=CC(O2)C(C(=O)OC)C3C1=O (stereo unspecified),-0.29
O=C(NCc1cccs1)c1cc2c(s1)CS(=O)(=O)C2,0.26
COc1ccc(C(=O)C[n+]2ccc3c(c2)nc(-c2ccc(OC)cc2OC)n3C)cc1,-0.21
CC(C)=CCc1c(O)c(CC=C(C)C)c2c(c1O)C(=O)CC(c1ccc(O)cc1)O2 (stereo unspecified),-1.1
C/C(=N\NS(=O)(=O)c1ccc(C)cc1)c1ccc(Br)s1,-3.1
Cc1ccccc1Cn1c([N+](=O)[O-])cnc1C,0.32
O=C(CSc1nnc(Cc2cccs2)n1CCc1ccccc1)N1CCCc2ccccc21,-2.1

# Entries above that have bromine, in the order listed:
SMILES,Cav3 T inh
Cc1c(Br)c([N+](=O)[O-])nn1C(C)C(=O)Nc1c(C)n(C)n(-c2ccccc2)c1=O (stereo unspecified),-0.27
O=C(Nc1nnc(-c2ccc(Cl)cc2)o1)c1ccccc1Br,-2.3
C/C(=N\NS(=O)(=O)c1ccc(C)cc1)c1ccc(Br)s1,-3.1

# Going on with the list.
SMILES,Cav3 T inh
CCCCn1c(=NC(=O)c2ccc3c(c2)OCO3)c(C#N)cc2c(=O)n3cccc(C)c3nc21,1.1
O=S(=O)(c1ccc2oc3ccc(S(=O)(=O)N4CCCCC4)cc3c2c1)N1CCCCC1,-3.3
O=C(NCc1cccc(Br)c1)C1CC(c2ccccc2[N+](=O)[O-])=NO1 (stereo unspecified),-0.033
O=C(C#Cc1ccccc1)c1ccc([N+](=O)[O-])cc1,-0.6
O=C1NC(=O)C(CC(=O)N(c2ccccc2)C2(C(=O)NC3CCCC3)CCCCC2)N1 (stereo unspecified),-0.13
CC1(C)CC(=O)C2=C(C1)OC(N)=C(C#N)C2C#Cc1ccccc1 (stereo unspecified),-0.41
COc1ccc(N(CC(=O)Nc2cc(C)on2)S(=O)(=O)c2cc(C)ccc2C)cc1,-2.2
O=C(CN1CCCC1)N1c2ccccc2Sc2ccc(C(F)(F)F)cc21,-0.23
Cn1c(CNc2ccc(Cl)cc2)nnc1SCCN1CCCCC1,0.52
